TRHR agonist – agonists of human TRH receptor | 360,000 compounds, 0.18% hits | TRHR cells, calcium flux fluo-8, FDSS agonist mode | AID 493084 | activation, % at 2 µM | P34981; in the data active = activation above about 30%; also: 0% is about no effect
Target sequence (P34981 whole entry, looked up): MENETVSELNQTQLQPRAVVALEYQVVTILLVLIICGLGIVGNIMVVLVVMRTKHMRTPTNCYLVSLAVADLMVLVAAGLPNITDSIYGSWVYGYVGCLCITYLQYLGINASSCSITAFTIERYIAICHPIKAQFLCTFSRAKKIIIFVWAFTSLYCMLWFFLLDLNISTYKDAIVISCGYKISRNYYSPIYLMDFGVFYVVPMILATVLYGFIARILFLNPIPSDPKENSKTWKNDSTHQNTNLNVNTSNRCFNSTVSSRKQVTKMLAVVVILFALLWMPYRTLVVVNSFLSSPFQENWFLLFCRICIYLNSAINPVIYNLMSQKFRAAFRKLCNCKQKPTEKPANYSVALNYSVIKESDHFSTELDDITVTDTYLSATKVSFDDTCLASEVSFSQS
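Read-out: compound-evoked intracellular calcium rise in TRHR cells, fluo-8 dye, kinetic FDSS fluorescence at 1 s/cycle following a 10-cycle baseline. Cells cultured overnight before dye loading (30 min–1.5 h, RT).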
TRHR enhancer – allosteric enhancers of human TRH receptor; P34981; TRHR cells, fluo-8 calcium fluorescence, EC20 TRH enhancement; enhancement, % at 2 µM; 360,000 compounds, 0.66% hits; in the data active = enhancement above about 30%; also: 0% is about no effect
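Enhancer read-out: after compound pinning and an initial kinetic agonist-mode read, an EC20 of TRH (10 nM final) was injected and fluo-8 calcium signal (Ex 480/Em 530) followed at 1 s/cycle for 100 cycles in TRHR-expressing cells.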
USP1-UAF1 inh – inhibitors of human USP1/UAF1 deubiquitinase. Potency, µM (highest dose often 57.1 µM), without a hit: at the highest dose activity change, negative = inhibition, hits mostly inhibitors. 390,000 compounds, 0.23% hits. recombinant USP1/UAF1, Ub-Rhodamine cleavage fluorescence; also: potency is read from the fitted curve at half-maximal effect; % is scaled to controls: 0 for no effect and ±100 for the full control effect; nearly all actives have a fitted effect of over 60% in size; inactives centre near -12
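In this screen, compounds sit with the deubiquitinase complex (1nM) for 15 min at room temperature before Ub-Rho is added at 150nM final. Fluorescence rise is then followed for 6 reads every 60 seconds.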
D2 antagonist – D2 dopamine receptor (human) antagonism; HEK293 TREx D2 cells, calcium flux, dopamine EC80; inhibition, % at 10 µM; 340,000 compounds, 2% hits; in the data active = inhibition above about 30%; also: 0% is about no effect
Target sequence (P14416 whole entry, looked up): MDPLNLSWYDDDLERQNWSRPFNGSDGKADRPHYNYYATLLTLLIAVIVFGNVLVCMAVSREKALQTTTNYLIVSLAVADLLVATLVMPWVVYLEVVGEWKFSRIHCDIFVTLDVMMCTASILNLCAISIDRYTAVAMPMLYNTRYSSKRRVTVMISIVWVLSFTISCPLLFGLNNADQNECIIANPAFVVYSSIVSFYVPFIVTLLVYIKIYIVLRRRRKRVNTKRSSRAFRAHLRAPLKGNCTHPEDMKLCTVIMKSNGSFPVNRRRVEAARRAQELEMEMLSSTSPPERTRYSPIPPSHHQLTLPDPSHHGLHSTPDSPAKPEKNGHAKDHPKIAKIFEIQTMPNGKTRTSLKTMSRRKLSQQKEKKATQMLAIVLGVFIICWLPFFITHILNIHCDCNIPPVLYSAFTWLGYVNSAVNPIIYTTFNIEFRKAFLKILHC
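Antagonism is scored as inhibition of an EC80 dopamine-evoked calcium signal in a force-coupled, tetracycline-inducible HEK293 T-REx D2 line, with compound present 180 s before agonist.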
D2 ag – D2 dopamine receptor (human) agonism; HEK293 T-REx D2 cells, calcium flux agonist mode; 340,000 compounds, 0.53% hits; activation, % at 2 µM;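 active = activation over 3 SD above normal in the single-dose calcium agonist read, cut at about 30% in these data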; also: 0% is about no effect
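Tetracycline-induced HEK293 Trex cells with D2 receptor force-coupled to calcium signaling, plated overnight at 30 C and loaded with no-wash calcium dye. Calcium flux read kinetically for 180 s after compound addition; responses flag agonists.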
mIDH1 inhibitor – inhibitors of human mutant IDH1 R132H | O75874 | IDH1-R132H enzyme, NADPH consumption, diaphorase/resazurin fluorescence | Potency, µM (highest dose often 76.6 µM), without a hit: at the highest dose activity change, negative = inhibition, actives largely listed as inhibitors | 390,000 compounds, 0.093% hits | AID 602179; also: potency is read from the fitted curve at half-maximal effect; % is scaled to controls: 0 for no effect and ±100 for the full control effect; nearly all actives have a fitted effect of over 65% in size
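IDH1-R132H (0.5 ug/mL dispensed) in pH 7.5 Tris buffer was preincubated 30 min with compound, then given a substrate mix of 0.016 mM NADPH and 2 mM alpha-KG for 80 min at room temperature; remaining NADPH was read by diaphorase/resazurin fluorescence.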
TrxR1 substrate – substrates of rat thioredoxin reductase 1. O89049. purified TrxR1 substrate turnover, NADPH consumption readout. Potency, µM (highest dose often 114 µM), without a hit: at the top dose activity change, negative = substrate turnover. 390,000 compounds, 0.01% hits. AID 588456; also: potency is read from the fitted curve at half-maximal effect; % is scaled to controls: 0 for no effect and ±100 for the full control effect; nearly all actives have a fitted effect of over 50% in size
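Rat TrxR1, dispensed at 90 nM, was prereduced with 400 uM NADPH (final) for 5 min at ~22 deg C, then incubated with compound 15 min before 400 uM selenite. A first-read NADPH fluorescence drop versus no-compound background flagged substrates.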
PI4K2A block – PI4K2A (human) kinase inhibition. Q9BTU6. purified PI4K2A, ADP-Glo luminescence, 1 h; stronger effect = lower value. activity change, negative = inhibition, % at 76.9 µM. 420,000 compounds, 0.13% hits. AID 1346378; in the data active = activity change below about -50%; inconclusive = mostly about -30% to -49%;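 also: -100% = wells without enzyme as full effect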
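PI4K2A activity was measured by ADP-Glo luminescence: enzyme (4 ug/mL stock) and phosphatidylinositol (1.2 mM stock) in Tris pH 7.5/MgCl2/EGTA/Triton X-100 buffer were reacted with ATP (300 microM stock) for one hour at ambient temperature.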
rTrxR1 inhibitor – rat TrxR1 inhibition; Potency, µM (highest dose often 114 µM), without a hit: at the top dose activity change, negative = inhibition, actives largely listed as inhibitors; 390,000 compounds, 1% hits; recombinant rTrxR1, NADPH fluorescence consumption, selenite substrate; AID 588453; also: potency is read from the fitted curve at half-maximal effect; % is scaled to controls: 0 for no effect and ±100 for the full control effect; nearly all actives have a fitted effect of over 65% in size
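Rat TrxR1 (90 nM in the dispensed reagent) was pre-reduced with 400 uM NADPH for 5 min at room temperature, then incubated with compound for 15 min. After 400 uM selenite was added, NADPH fluorescence (Ex 340/Em 450 nm) was followed for 8 min.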
Numbers without * were called inactive; u = inconclusive; x = not tested or not shown; & = joins results of further samples; [ ] = remark or other dose. Unless noted, calls follow the shape of the dose curve; as a rule, active = well fitted inhibition curve with a large enough effect; inconclusive = small, poorly fitted or top-dose-only effect; inactive = no such curve, though single readings can be large or run the other way. The order is random; about 3.9% have a hit in one of these screens.

Values in the order: D2 ag | rTrxR1 inhibitor | D2 antagonist | TRHR agonist | mIDH1 inhibitor | TrxR1 substrate | TRHR enhancer | PI4K2A block | USP1-UAF1 inh
> COC(=O)c1ccccc1NC(=O)C1=CC(c2ccc3c(c2)OCO3)=NS(=O)(=O)N1C
  x | 18% | x | 0.2 | 15% | 4% | 3 | -1 | 6%
> NC(=O)COC(=O)CSc1cccc2cccc(Cl)c12
  0.0 | -1%[57.1 µM] | -1 | 0.3 | 9% | 3%[57.1 µM] | -3 | 0 | -22%
> COc1ccc(-n2c(SCC(=O)N3CCCCC3)nc3ccccc3c2=O)cc1
  -0.9 | -10% | 4 | -0.4 | 4% | -7% | -11 | -1 | -16%
> C=CCc1ccc(OCCCCOc2ccc(C(=O)O)cc2)c(OC)c1
  -0.6 | 3%[57.1 µM] | -3 | -0.2 | 0% | 2%[57.1 µM] | -1 | -3 | -16%
> COc1ccc(-c2cc3nc4n(c(=O)c3s2)CCC4)cc1
  x | -36% | x | 0.0 | 9% | 378%[activator] | 2 | -12 | -9%
> N#Cc1c(-c2ccc3c(c2)OCO3)cc[nH]c1=O
  0.3 | -8% | -12 | -1.0 | 12% | -6% | -6 | 3 | -7%
> Cc1cc(C)c2sc(NC(=O)C3=COCCO3)nc2c1
  -0.7 | 6% | -4 | -0.3 | 34%[activator] | 2% | 2 | 1 | -20%
> Cc1ccc(CNC(=O)c2cc(-c3ccccc3)nn2CC2CC(c3cccnc3)=NO2)cc1 (stereo not given)
  x | -6% | x | x | -4% | -4% | x | -3 | 3%
> COc1ccc(OC)c(S(=O)(=O)NCCc2ccccc2)c1
  -2.8 | 5%[57.1 µM] | 4 | -0.4 | 2% | 2%[57.1 µM] | -4 | 9 | -2%
> Cc1nc2scc(C)n2c(=O)c1S(=O)(=O)N1CCN(c2cccc(C(F)(F)F)c2)CC1
  -0.1 | 29%&-6% | -8 | 0.0&-0.2 | -8%&0% | 1%&-11% | 16&6 | 0&-3 | -29%&-11%
> Cc1sc2ncnc(SC(C)C#N)c2c1C (stereo not given)
  -1.5 | -19% | 2 | -1.4 | 1% | -6% | -1 | -1 | 6%
> COCCNc1nc(CSc2ccccc2)nc2sc(C)c(C)c12
  -0.4 | 8%[57.1 µM] | -8 | -0.6 | 6% | 2%[57.1 µM] | -7 | 4 | -2%
> COc1ccc(N2C(=O)CCC(C(=O)O)C2c2ccccc2OC)cc1 (stereo not given)
  -0.5 | 12% | 3 | 0.3 | 10% | 2% | 1 | -3 | -19%
> CCN(Cc1ccccc1)C(=O)COC(=O)c1cc(S(=O)(=O)Nc2ccccc2OC)ccc1O
  x | 12% | x | x | 8% | -1% | x | -2 | -27%
> Cc1cccc(OCC(=O)OCC(=O)Nc2sccc2C(N)=O)c1
  x | 9% | x | x | 0% | 3% | x | 7 | -12%
> Cc1ccc(S(=O)(=O)NCCC2(C(C)C)CCOC(C)(C)C2)cc1 (stereo not given)
  0.7 | 30%[57.1 µM] | 10 | -0.5 | 11% | -14% | -5 | 1 | -6%
> CCN(C[C@H]1N[C@@](CC)(C(=O)OC)[C@H]2C(=O)N(Cc3ccccc3)C(=O)[C@@H]12)C(=O)C1CCCCC1
  x | 2% | x | x | 3% | -3% | x | -1 | -19%
> CC(C)CC(=O)Nc1cccc(-c2nc3ccccc3o2)c1
  1.2 | -2% | 0 | 20 | 1% | 3% | 5 | -6 | -18%
> CCCCn1c(SCC(=O)Nc2nnc(C)s2)nnc1-c1ccoc1C
  0.8 | 3% | 3 | 0.0 | 4% | 5% | 0 | 2 | -2%
> CC(C)[C@H](NC(=O)c1ccc(Cl)cc1Cl)C(=O)NNc1cccc(C(=O)O)c1
  x | 2%[11.4 µM] | x | x | 5% | 5%[11.4 µM] | x | 4 | -16%
> O=C(NC1CCSc2ccccc21)c1cccc(Cl)c1 (stereo not given)
  0.0 | 9% | -3 | 1.1 | -9% | -2% | 3 | 1 | -17%
> CCN1CCc2c(sc(NC(=O)Cc3ccccc3)c2C(N)=O)C1
  -0.2 | 10%[57.1 µM] | 8 | 0.7 | 2% | 6%[57.1 µM] | 7 | -4 | -22%
> CCOc1ccc(N2C(=O)CN(c3cccc4ccccc34)C2=S)cc1
  x | 15%[57.1 µM] | x | -0.2 | 3% | 3%[57.1 µM] | 18 | 3 | -12%
> O=C(COC(=O)CNC(=O)c1ccccc1)Nc1nnc(-c2ccccc2)o1
  -0.1 | 4%[57.1 µM] | 14 | 0.0 | -3% | 2%[57.1 µM] | 14 | 11 | -9%
> CC(=O)NS(=O)(=O)c1ccc(NC(=S)NC(=O)COc2ccccc2C)cc1
  0.3 | -17%[57.1 µM] | 3 | 0.7 | 5% | 6%[57.1 µM] | -2 | 0 | 0%
> O=C(C1CCCCC1)N1CCN(S(=O)(=O)c2ccc(Cl)cc2)CC1
  -0.3 | 18%[57.1 µM] | -2 | 0.3 | 0% | 0%[57.1 µM] | -1 | 2 | -20%
> CN1C(=O)CC(N2CCN(CC(=O)N3CCCC3)CC2)C1=O (stereo not given)
  0.4 | -9% | 0 | 0.2 | 0% | -6% | 12 | 3 | -18%
> CC(=O)c1cccc(S(=O)(=O)NCC(c2ccco2)N2CCCCC2)c1 (stereo not given)
  0.0 | -13% | 0 | -0.6 | 2% | -3% | 4 | 1 | 3%
> Cc1cccc(NC(=O)c2sc(-n3nc(C)c(Cc4ccc5c(c4)OCO5)c3C)nc2C)c1C
  1.7 | 12% | x | -1.0 | 3% | 3% | -2 | -4 | 5%
> Cc1ccc(NC(=O)CN2C(=O)N/C(=C/c3ccc(C)o3)C2=O)cc1
  0.6 | u | -17 | 0.3 | 8% | -7% | 6 | -17 | 1%
> O=C(COC(=O)CCS(=O)(=O)c1ccccc1)Nc1ccc(N2CCCCC2)cc1
  0.1 | 38% | -35 | 0.2 | -1% | 4% | 4 | 4 | -15%
> CC(=O)Nc1cccc(Oc2cnc3ccccc3n2)c1
  -0.2 | 10% | 10 | 0.5 | 8% | -3% | -1 | 0 | -5%
> CCCn1c(C(C)Nc2nc(-c3ccc(OC)cc3)cs2)nc2ccccc21 (stereo not given)
  0.7 | 8% | 1 | -0.4 | 11% | 0% | 1 | 1 | -6%
> Cc1ccc(/C(N)=N/OC(=O)c2ccc(F)cc2)cc1
  1.3 | 18% | 9 | 0.5 | 3% | 5% | -2 | -11 | -14%
> CCCCN(C)CCNC(=O)C(=O)c1c(C)[nH]c2ccccc12
  -1.7 | 33%[57.1 µM] | 5 | 0.1 | 3% | 6%[57.1 µM] | 1 | -4 | -16%
> CC(C)(C)SCCNC(=O)COc1ccc(Cl)cc1
  -0.1 | 13%[57.1 µM] | 1 | 0.0 | 14% | 2% | 0 | -2 | -1%
> CCCOc1ccc(C(=O)NCC(c2cccs2)N(C)C)cc1OC (stereo not given)
  -1.2 | 9% | -6 | 0.6 | 5% | 11% | -1 | -5 | -3%
> O=C(COC(=O)/C=C/c1ccco1)NCCc1ccccc1
  1.3 | -39% | 23 | -0.2 | 14% | -9% | -2 | -1 | 2%
> CCC(=O)Nc1ccccc1C(=O)OCc1cc(=O)n2cc(C)sc2n1
  0.9 | 10%[57.1 µM] | x | -0.3 | -4% | 8%[57.1 µM] | 3 | 0 | -6%
> CCOC(=O)CSc1nc2ccc(C)cc2[nH]1
  -0.6 | 2% | 10 | -0.3 | 4% | -3% | 13 | -2 | -2%
> CC(Cc1ccccc1)N(C)C(=O)CN1C(=O)c2ccccc2C1=O (stereo not given)
  x | 1% | x | x | -3% | 2% | x | -1 | -8%
> CC(=O)NC(Cc1ccccc1F)C(=O)NC1CCN(C(=O)Nc2ccc(C)cc2)CC1 (stereo not given)
  -0.6 | 12% | 2 | -0.1 | 10% | -1% | 0 | 2 | -14%
> Cc1cccc(C(=O)Nc2cc(S(=O)(=O)N3CCOCC3)ccc2N2CCCC2)c1
  1.8 | -11% | -8 | -1.1 | 10% | -4% | 17 | 5 | -8%
> OCC1(Cc2ccc(Cl)cc2)CCN(CC2CC=CCC2)CC1 (stereo not given)
  -0.5 | 13% | -15 | 2.6 | -1% | 5% | 1 | 5 | -17%
> Cc1ccc(NC(=O)CN(C)C(=O)C(C)OC(=O)c2ccccc2NCCO)cc1 (stereo not given)
  -0.7 | -24% | -12 | -1.1 | 1% | 252%[activator] | -2 | -3 | -4%
> O=C(NC1CCN(C(=S)Nc2ccc(F)cc2)CC1)C1CCCCC1
  0.1 | 21%[57.1 µM] | -6 | -0.6 | 8% | -15%[57.1 µM] | 6 | 0 | -12%
> CN1C(=O)CC(N2CCN(c3ccc(Cl)cc3)CC2)C1=O (stereo not given)
  -0.7 | -5% | 3 | -1.1 | -2% | -6% | 15 | -2 | -20%
> O=[N+]([O-])c1cc(S(=O)(=O)N2CCCCC2)ccc1NCc1cccc(Cl)c1
  0.1 | u | 8 | 0.1 | 7% | 5% | 5 | -8 | -17%
> CCOc1ccc(OCCC(=O)OCC(=O)NC(C)c2ccccc2)cc1 (stereo not given)
  -0.3 | -3% | 4 | 0.0 | 3% | -3% | -4 | -3 | -14%

Compound profiles, from the list above.
Cc1cc(C)c2sc(NC(=O)C3=COCCO3)nc2c1 as listed: D2 ag = -0.7; rTrxR1 inhibitor = 6%; D2 antagonist = -4; TRHR agonist = -0.3; mIDH1 inhibitor = 34%[activator]; TrxR1 substrate = 2%; TRHR enhancer = 2; PI4K2A block = 1; USP1-UAF1 inh = -20%
CCOc1ccc(OCCC(=O)OCC(=O)NC(C)c2ccccc2)cc1 (stereo not given) as listed: D2 ag = -0.3; rTrxR1 inhibitor = -3%; D2 antagonist = 4; TRHR agonist = 0.0; mIDH1 inhibitor = 3%; TrxR1 substrate = -3%; TRHR enhancer = -4; PI4K2A block = -3; USP1-UAF1 inh = -14%

Compound activity (PubChem)
